S3 lipid droplet: qHTS Assay for Lipid Storage Modulators in Drosophila S3 Cells. Drosophila S3 cells, BODIPY lipid droplet fluorescence, 18-24 h; cells fed with added oleic acid. Potency in µM for hits, for the others lipid storage change, negative = inhibition, % at the top dose, mostly 46.1 µM. 320,000 tested, 0.64% active. AID 2685; active = well fitted inhibition curve with a large enough effect in the signal ratio, with a control signal flat, not every such curve was filed as active; inconclusive = small, poorly fitted or top-dose-only effect, or effect the other way, or a change in a side signal; the % refers to the signal ratio
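Drosophila S3 cells loaded with oleic acid (400 uM, as added) and compounds at several concentrations; lipid droplets imaged by 488-nm laser-scanning cytometry, 500–530 nm intensity and object ratio to cell channel. Percent activity normalized to 20 uM Triacsin C.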
S3 lipid droplet cell count max: also measured in S3 lipid droplet; calls as there; cell number change, %; measured here: cell count max response;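 cells counted by Cell Tracker Red CMTPX staining in the red channel; peak over a dose series mostly up to 46.1 µM; percent activity relative to internal control wells on each plate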
* hit, by the source's call; i = inactive; u = inconclusive; x = not tested or not shown. % is scaled to controls: 0 for no effect and ±100 for the full control effect; potency is read from the fitted curve at half-maximal effect. An excerpt. The share of hits here may be higher or lower than overall.

Molecule	S3 lipid droplet	S3 lipid droplet cell count max
CCN1CCN=C1Nc1ccccc1	u	x
O=C(CC(c1ccccc1)C1CCCCC1=O)c1ccco1 (centres undefined)	15.2%	-4.3
CCCCC(CC)CNC(=O)Cn1c(=S)[nH]c2ncccc2c1=O (centres undefined)	-3.7%	19.7
CC1=C(C(=O)OC(C)C)C2(O)C(=O)c3ccccc3C2(O)N1 (centres undefined)	3.4%	13.0
CSc1ccc(CN(C)C(=O)CSCC(=O)Nc2ccc(C)cc2)cc1	u	x
CC(C)(C)C1CCc2c(sc(N)c2C(N)=O)C1 (centres undefined)	u	x
Cc1ccccc1C1CCCN(C(=O)c2cc(COc3c(F)cccc3F)on2)C1 (centres undefined)	-4.4%	-9.9
COc1ccc(OC2CCN(S(=O)(=O)c3ccc(OC)cc3)CC2)cc1	8.7%	3.8
CCOC(=O)NC(=O)C(=CNNc1ncc(C(F)(F)F)cc1Cl)C(=O)NC(=O)OCC	u	x
COc1ccc(/C=C2\SC(=S)N(CCCC(=O)Nc3cc(C)on3)C2=O)cc1OC	u	x
Cc1cccc(N2CC(C(=O)Nc3ccc4c(c3)OCCO4)CC2=O)c1C (centres undefined)	u	x
CC(C)[C@H](N)c1cn([C@@H](CO)C(=O)N2CCNCC2)nn1	u	x
CCOc1ccc(-c2c(C(=O)N/N=C(\C)c3cccnc3)nnn2-c2nonc2N)cc1	u	x
O=C(O)C1=CC[C@@H](c2ccc(Cl)cc2)N(S(=O)(=O)c2ccc(Cl)cc2)[C@H]1c1ccccc1	u	x
Cc1nnc(SCc2ccc(Cl)cc2Cl)[nH]c1=O	18.1%	-8.5
CN(CC(=O)Nc1ccccc1Cl)C(=O)CSc1nnc(-c2ccco2)n1C	u	x
O=C(N1CCCCC1)C12CC3CC(CC(C3)C1)C2	0.7%	-0.1
CCOC(=O)C1CCN(Cc2cc(=O)n3c(-c4ccccc4)csc3n2)CC1	u	x
COc1ccc(N2C(=O)CC(Sc3nnnn3-c3ccc(F)cc3)C2=O)cc1 (centres undefined)	u	x
O=c1cc(CO)oc(C(Nc2ccccn2)c2ccc(C(F)(F)F)cc2)c1O (centres undefined)	-5.7%	0.8
O=C(COc1cccc2c1CCN(Cc1ccccc1F)C2=O)N1CCOCC1	u	x
CC(=O)Nc1cccc(C(=O)OCC(=O)N(c2ccccc2)C2CCS(=O)(=O)C2)c1 (centres undefined)	u	x
CCC(=O)Nc1ccc(-c2ccc(NC(=O)CC)c(OC)c2)cc1OC	u	x
CCn1cc(Br)c(C(=O)Nc2ccc(OC)cc2)n1	u	x
CCC(=O)NC(c1ccccc1OC)c1ccc2cccnc2c1O (centres undefined)	-12.2%	-19.5
CC(Oc1ccc2ccc(=O)oc2c1)C(=O)N1CCOCC1 (centres undefined)	u	x
O=c1c2ccccc2nc(-c2ccccc2)n1Cc1ccccc1	14.8%	23.6
Cc1oc(-c2ccccc2)nc1C(=O)O	4.1%	2.5
COc1cc(/C=N/N(c2ccccc2)c2ccccc2)ccc1O	u	x
CCC1(c2ccc(F)cc2)NC(=O)N(CC(=O)N2c3ccccc3CC2C)C1=O (centres undefined)	6.0%	-6.9
Cc1ccc(Cl)cc1NC(=O)COc1ccccc1	u	x
CC(C)/C=N/NC(=O)c1cccc(N2CCCC2=O)c1	5.1%	-1.7
CC(C)Cn1c(N)c(C=O)c(=O)n(C)c1=O	u	x
COc1ccc(-c2nc(NC(=O)C3CCN(c4nc5ccccc5o4)CC3)sc2C)cc1	u	x
CCn1c(=O)c(C(=O)NNC(=O)c2ccccc2F)c(O)c2ccccc21	u	x
Cc1cc(C)nc(NS(=O)(=O)c2ccc(CC(C)C)cc2)c1	u	x
NS(=O)(=O)c1cccc(NS(=O)(=O)c2ccc(/C=C/C(=O)OCC(=O)c3ccc(Br)cc3)cc2)c1	8.3%	7.3
CC(=O)c1c(C)[nH]c(C(=O)CSc2nnc(NC3CC3)s2)c1C	u	x
Cc1cccc(-c2oc3ccc(-c4ccc5c(c4)OCO5)cc3c2/C=C/c2ccc(N)cc2)c1	u	x
O=C(Nc1nccs1)c1ccc(Cl)c(S(=O)(=O)N2CCOCC2)c1	u	x

Not a retest: an excerpt of the list.
Molecule	S3 lipid droplet	S3 lipid droplet cell count max
O=C(COc1cccc2c1CCN(Cc1ccccc1F)C2=O)N1CCOCC1	u	x
CC(=O)Nc1cccc(C(=O)OCC(=O)N(c2ccccc2)C2CCS(=O)(=O)C2)c1 (centres undefined)	u	x

(cont.)
Molecule	S3 lipid droplet	S3 lipid droplet cell count max
CC1(C)Cc2c(sc3nc(-c4cc5ccccc5o4)n(N)c(=O)c23)CO1	18.9%	-9.9
CSc1nc2sc3c(c2c(=O)n1CC(C)C)CC(C)(C)OC3	-2.6%	15.1
COc1cccc(CN=CC2=C(O)CC(C)(C)CC2=O)c1OC	i	x
Cc1[nH]n2c(=O)cc(Cc3ccccc3)nc2c1C#N	18.5%	20.5
COc1ccccc1N(Cc1ccccc1)S(=O)(=O)c1cccc(C(=O)O)c1	u	x
CC(C)(CCl)C(=O)Nc1ccc(Sc2ccc(F)cc2)cc1	u	x
CCOC(=O)c1nn(-c2ccc(C)cc2)c(=O)cc1OCC(=O)Nc1ccc(OC)cc1	u	x
COc1cc(C2C(C(=O)c3cccs3)=C(O)C(=O)N2CCN2CCOCC2)cc(OC)c1OC (centres undefined)	u	x
O=C(NNC(=O)c1ccccc1O)c1ccc(Cl)cc1	20.5%	-1.5
CCOC(=O)N1CCC(N2Cc3cccc(C(=O)NCc4ccccc4OC)c3C2=O)CC1	0.7%	-10.1
COc1cccc(NC(=O)c2nn(C34CC5CC(CC(C5)C3)C4)cc2[N+](=O)[O-])c1	u	x
Cc1cc(=O)n(-c2ccc(O)cc2)[nH]1	14.8%	7.6
CCC(=O)c1ccc(OCC(O)Cn2nc(C)cc2C)cc1 (centres undefined)	u	x
COc1ccc(Cl)cc1-c1nc(-c2ccncc2)no1	u	x
O=C1NC(=S)SC1=C1CCCC1	u	x
Cc1cc(C)cc(OC2CCCCC2NS(=O)(=O)c2ccccc2)c1 (centres undefined)	8.9%	8.1
O=C(c1cccc(F)c1)N1CCN(S(=O)(=O)c2ccc(C(F)(F)F)cc2)CC1	13.0%	-9.0
Cc1ccc(-c2cc(-c3ccccc3)nc(Cl)n2)cc1	-16.1%	0.3
CN(Cc1cn(C)c2ccccc12)C(=S)Nc1cc(F)cc(F)c1	u	x
CCOC(=O)N1CCN(C(=O)CCc2nc3sc4c(c3c(=O)[nH]2)CCCC4)CC1	u	x
CC1(C)CC(NS(=O)(=O)OCC(Cl)(Cl)Cl)c2cc(C#N)ccc2O1 (centres undefined)	u	x
Cc1ccccc1N=CC=C1OC(C)(C)C(C)(C)O1	-18.9%	-3.3
CCc1nnc(NC(=O)CCC(=O)N2CCN(Cc3ccc(Cl)cc3)CC2)s1	i	-7.8
Cc1cccc(N/N=C(\C=N\N)C(=O)c2ccc(Br)cc2)c1	u	x
O=[N+]([O-])c1cccc(-n2nnnc2CNCc2ccccc2)c1	13.7%	12.5
COC(=O)c1cccc(N(C(=O)c2cnccn2)C(C(=O)NC2CCCCC2)c2cn(C)nc2C)c1 (centres undefined)	u	x
Cc1cccc(-n2ncc3c2CCCC3NC(=O)CCN2Cc3ccccc3C2=O)c1C (centres undefined)	u	x
COc1ccc(S(=O)(=O)NCC2CCCN(Cc3cccnc3)C2)cc1 (centres undefined)	u	x
CCCCOc1ccc(S(=O)(=O)N2CCN(c3ccc(N4CCN(CC)CC4)nn3)CC2)cc1	u	x
COc1ccc(C2(CCN=Cc3ccc(N(C)C)cc3)CCOC(C)(C)C2)cc1 (centres undefined)	u	x
NC(=O)c1cccn1Cc1cccc(Cl)c1	u	x
Cc1cc(NC(=O)c2noc3c2CCCCC3)no1	12.1%	13.2
CCOC(=O)C(NS(=O)(=O)c1ccc(Br)cc1)C(C)C (centres undefined)	u	x
Cc1ccccc1Oc1nc(-c2ccccn2)nc2ccccc12	u	x
O=S(=O)(Nc1ccc2c(c1)OCCO2)c1c(F)cccc1F	u	x
O=C(c1ccc(S(=O)(=O)N2CCOCC2)cc1)N1CCN(S(=O)(=O)c2ccc(Cl)s2)CC1	17.3%	-0.9
COc1cc2c(cc1OC)CN(C(=O)CCNS(=O)(=O)c1ccccc1F)CC2	u	x
Cc1ccc2oc(-c3cccc(NC(=S)NC(=O)c4cccs4)c3)nc2c1	i	3.9
Cc1ccc(S(=O)(=O)N2CCCC2C(=O)NCCc2nc3ccccc3[nH]2)cc1 (centres undefined)	u	x
COc1ccccc1/C=C/C(=O)NCC(=O)N/N=C(/C)c1ccc(Cl)cc1	u	x
Cc1ccc(C(=O)N2N=C(c3ccc(NS(C)(=O)=O)cc3)CC2c2cccs2)cc1 (centres undefined)	8.4%	5.4
O=C(N/N=C/c1cccc(O)c1)c1ccc(COc2ccccc2Br)cc1	-15.2%	11.1
COc1ccc(-n2ncc3c(NCc4ccco4)ncnc32)cc1	u	x
N#CCSc1nc2ccc(N3CCCCC3)cc2c(=O)n1Cc1ccccc1	16.4%	-8.5
COc1ccc(OCCSc2nc(C)nc3ccccc23)cc1	u	x
Cc1cc(NC(=O)c2c(F)cccc2F)n(-c2nc3ccccc3[nH]2)n1	u	x
CC(NC(=O)C1CCC(CNc2c(N3CCCCC3)c(=O)c2=O)CC1)c1ccccc1 (centres undefined)	u	x
Oc1c(CN2CCN(c3ccc(F)cc3)CC2)cc(Cl)c2cccnc12	u	x
CN(C)C(=O)c1ccc(NC(=O)c2cncc(Br)c2)cc1	i	x
COC(=O)c1ccc(/C=N/OCC(=O)NC2CCCCCCC2)cc1	u	x
O=C(Nc1cccc(NC(=O)c2ccccc2F)c1)c1ccccc1	u	x
Cc1ccc(SCc2[nH]nc3c2C2(C(=O)N(C)c4ccccc42)C(C#N)=C(N)O3)cc1 (centres undefined)	u	x
Cc1ccc(C2CC(c3ccc(Cl)cc3)=NNC2=O)cc1 (centres undefined)	i	-2.9
Cc1cccc(N2CCN(C(=O)c3ccc4c(c3)c(C)c(C)n4C)CC2C)c1 (centres undefined)	-5.3%	x
COc1ccnc(N=CNOCc2cccc(C(F)(F)F)c2)c1C#N	7.5%	1.0
Cc1cc(Br)ccc1OCC(=O)NNC(=O)Cc1ccccc1	23.9%	x
COc1ccc(NC(=O)C23CC4CC(C2)CC(n2cnc(Br)n2)(C4)C3)c(OC)c1	u	x
CCOC(=O)[C@@H]1[C@H]2COc3ccccc3[C@@H]2N2C(=O)N(c3ccc(Cl)cc3)C(=O)[C@@]12C	u	x
CCOCCSc1n[nH]c(=O)n1CCc1ccccc1	u	x
C=CCn1c(SCCCc2ccccc2)nc2c1c(=O)[nH]c(=O)n2C	u	x

Other records follow.
Molecule	S3 lipid droplet	S3 lipid droplet cell count max
CCCCc1nc2cc(C(=O)N3CCNC(=O)C3)ccc2o1	9.8%	x
C/C(CC(=O)Nc1ccc2ccccc2c1)=N\NC(=O)c1ccc(O)c(O)c1	u	x
CCOC(=O)C1=C(COC(=O)Cc2ccc(Br)cc2)NC(=O)NC1C (centres undefined)	-14.3%	13.3
NC(=O)Cn1nnc(-c2ccccc2NC(=O)c2cnccn2)n1	u	x
O=C(NC(c1ccccc1)c1c(O)ccc2ccccc12)c1ccccc1Cl (centres undefined)	u	x
Cc1ccc(NC(=S)NC2CCCCC2)cc1S(=O)(=O)N(C)C	u	x
CCn1c(C)cc(=S)c2ccccc21	i	x
N#Cc1ccccc1OCC(=O)Nc1ccc(N2CCOCC2)cc1N1CCOCC1	i	14.9
CC[C@H](C)[C@@H]1NC(=O)c2cc([N+](=O)[O-])cc(I)c2SC[C@@H](C(N)=O)NC(=O)[C@H](CCCCN)NC1=O	-4.7%	-16.6
O=C(C(Sc1ccccc1)c1ccc(Br)cc1)N1CCOCC1 (centres undefined)	16.3%	-3.7
CCC(C)N(C(=O)c1csnn1)C(C(=O)NC1CCCC1)c1ccc(F)cc1 (centres undefined)	u	x
CC(C)CCN1C(=O)c2ccc(C(=O)Nc3ccc(O)cc3C(=O)O)cc2C1=O	u	x
NCc1cc2c3c(c1)CCCN3CCC2	0.5%	x
COc1ccc(C(=O)CSc2nnc(CNC(=O)c3ccc(S(=O)(=O)N(C)C)cc3)o2)cc1	12.5%	-8.0
O=C(Nc1ccc(F)cc1F)c1c(C(F)(F)F)ccnc1Oc1ccc(Cl)cc1	-12.1%	-26.6
COc1cccc(-c2c(C(=O)N/N=C/c3ccc(C)o3)nnn2-c2nonc2N)c1	u	x
C=CCC(NC(=O)c1ccc(C#N)cc1)C(=O)NCCC (centres undefined)	u	x
CC1CC(C)CN(C(=O)COC(=O)Cc2ccc(Cl)cc2)C1 (centres undefined)	-1.3%	-9.4

Whole records, looked up by structure.
COc1ccc(C(=O)CSc2nnc(CNC(=O)c3ccc(S(=O)(=O)N(C)C)cc3)o2)cc1 in the list: S3 lipid droplet = 12.5%; S3 lipid droplet cell count max = -8.0
CC(C)CCN1C(=O)c2ccc(C(=O)Nc3ccc(O)cc3C(=O)O)cc2C1=O in the list: S3 lipid droplet = u; S3 lipid droplet cell count max = x
